APJ agonist: agonists of human apelin receptor APJ, primary screen, CHO-K1 cells, PathHunter beta-arrestin, luminescence; 330,000 compounds, 0.11% hits; AID 2520, 2010; activation, % at 20 µM; 0% DMSO wells, 100% apelin; P35414;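 active means activation more than six SD over the plate average, tested at 20 µM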;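 further: 0% = DMSO alone and 100% = apelin-13 at 10 nM; some results filed as inactive read as strong as hits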
Target sequence (P35414 whole entry, looked up): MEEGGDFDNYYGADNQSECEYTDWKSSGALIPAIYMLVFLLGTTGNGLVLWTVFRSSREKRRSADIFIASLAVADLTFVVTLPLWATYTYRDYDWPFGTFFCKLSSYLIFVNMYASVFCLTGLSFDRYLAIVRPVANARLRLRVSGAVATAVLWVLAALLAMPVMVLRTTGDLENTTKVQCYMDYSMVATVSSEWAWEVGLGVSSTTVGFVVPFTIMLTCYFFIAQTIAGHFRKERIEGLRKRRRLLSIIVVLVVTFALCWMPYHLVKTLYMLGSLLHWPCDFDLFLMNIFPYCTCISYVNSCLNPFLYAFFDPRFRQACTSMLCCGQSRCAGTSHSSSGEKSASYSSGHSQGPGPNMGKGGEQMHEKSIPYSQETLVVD
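Assay system: CHO-K1 APJ beta-arrestin complementation cell line / Compound: single test compound dose, 20 µM final, 1% DMSO / Times: overnight seeding, 90 min compound at 25 °C, 1 h detection / Technique: beta-gal luminescence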
Mdm2 MdmX PPI: inhibitors of human Mdm2-MdmX association, primary screen, cell-based, luminescence, split luciferase, SaOS-2, uHTS | inhibition, % at 8 µM | AID 485346, 2010 | 330,000 compounds, 3% hits | Protein Mdm4 (Homo sapiens) + E3 ubiquitin-protein ligase Mdm2 (Homo sapiens), … | SaOS-2 split-luciferase Mdm2/MdmX complementation;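 active means inhibition of at least 50% at 8 µM in the primary screen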
Jurkat NFkB inh: inhibitors of induced NF-kB luciferase reporter, primary screen, TCR NF-kB activation inhibitor project, cell-based, luminescence, uHTS. Jurkat, PMA/ionomycin-induced NF-kB luciferase reporter. inhibition, % at 4 µM. 330,000 compounds, 0.53% hits; in the data active means inhibition above about 50%
XBP1 UPR activ: activators of adaptive XBP1 UPR arm, primary screen, cell-based, CHO-XBP1 luciferase reporter, luminescence, uHTS | AID 463104, 2010 | activation, % at 20 µM | IRE1-XBP1 UPR activation; percent of tunicamycin response, DMSO as zero | 330,000 compounds, 0.33% hits;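 active means versus positive control, 20 µM dose yields 30% or more activation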;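 further: 100% = tunicamycin at 10 µg/mL and 0% = DMSO only wells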
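Material: CHO cell line with stable XBP1 luciferase reporter; schedule: 16-18 h cell attachment at 37 °C, then 6 h compound exposure; signal: glow luminescence from Steady-Glo reagent; medium: serum-containing F12 medium, 10% FBS; benchmarks: tunicamycin 10 µg/mL and vehicle-only wells; read-out: percent activation relative to tunicamycin reference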
APJ antagonist: antagonists of human apelin receptor APJ, primary screen, CHO-K1 cells, beta-arrestin complementation, luminescence | P35414 | inhibition, % at 20 µM | 330,000 compounds, 0.32% hits;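 active means inhibition above about 40% at 20 µM, limit read from the data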;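 further: cells challenged with 10 nM apelin-13 agonist together with compound; plate controls were apelin-13 plus DMSO wells for no effect and DMSO wells lacking apelin-13 for full effect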
UPR CHOP act: activators of apoptotic CHOP UPR arm, primary screen, cell-based, CHO-CHOP luciferase reporter, luminescence, uHTS | UPR activation; percent of tunicamycin response over DMSO baseline | activation, % at 10 µM | 330,000 compounds, 0.34% hits;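 active means at 10 µM dose, activation of 40% or more, normalized to positive control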;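 further: 100% = tunicamycin at 10 µg/mL and 0% = DMSO alone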
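measured by = luciferase luminescence | assay system = CHO-CHOP cells, stable luciferase reporter of PERK-eIF2a-CHOP signalling | amount = 500 reporter cells seeded per well | timing = 6 h compound exposure at 37 °C after overnight seeding | controls = positive tunicamycin 10 µg/mL, negative DMSO alone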
tim23-1 inh: growth inhibitors of tim23-1 mutant yeast, primary screen, luminescence, uHTS; S. cerevisiae tim23-1 growth, BacTiter-Glo luminescence, 24 h; inhibition, % at 20 µM; 330,000 compounds, 1.3% hits;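 active means growth inhibition of the mutant yeast at or above 50%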;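 further: temperature-sensitive mutant grown at 25 °C; plate controls were DMSO-treated mutant yeast for no effect and medium wells lacking yeast for full effect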
697 NFkB inh: inhibitors of PMA/ionomycin-induced NF-kB reporter, 697 cells, primary screen, B-cell NF-kB inhibitor project, cell-based, luminescence, uHTS; AID 435022, 2010; 330,000 compounds, 0.33% hits; 697 B-cell NF-kB luciferase reporter, 16 h; inhibition, % at 4 µM; in the data active means inhibition above about 35%
* hit, by the source's call.

SMILES	APJ agonist	Mdm2 MdmX PPI	Jurkat NFkB inh	XBP1 UPR activ	APJ antagonist	UPR CHOP act	tim23-1 inh	697 NFkB inh
CCN(CC)S(=O)(=O)c1ccc(-c2cn3ccc(C)cc3n2)cc1	3	-58	-135	0	3	1.6	15	-160
O=C(CSc1nnc(-c2cnccn2)n1Cc1ccco1)Nc1ccc(Br)cc1	0	-5	11	0	-3	-0.2	11	7
Cc1sc(N/N=C/c2cccnc2)nc1-c1ccc(Cl)cc1	1	21	-2	1	0	1.3	13	-3
S=C(Nc1ccccc1)Nc1nccs1	-10	-40	-51	20	33	104*	32	-70
O=C(Nc1ccccc1F)Nc1ccc([N+](=O)[O-])cc1Cl	-2	-5	-44	2	-14	4.9	15	-56
C[C@H](NC(=O)c1nc[nH]c1C(=O)N1CCN(C(=O)OC(C)(C)C)CC1)C(=O)OC(C)(C)C	-4	7	0	-2	11	0.4	12	3
CS(=O)(=O)N(CC(=O)NCc1ccc2c(c1)OCO2)c1ccccc1	15	14	12	0	-1	-0.3	16	-9
COc1ccc(C(CNC(=O)c2sccc2C)N2CCOCC2)cc1 (stereo not drawn)	4	-31	-19	-1	0	2.5	-5	1
COc1ccccc1CC(=O)Nc1ccc(S(=O)(=O)N2CCOCC2)cc1	-1	-6	8	-5	7	0.6	19	-9
O=C(CSc1ncn[nH]1)NCCc1ccccc1	3	-21	-7	0	-15	-0.7	0	5
Cc1ccc(-c2nc(NC(=O)c3cc(C(C)(C)C)nn3C)sc2C)cc1Cl	5	38	14	5	4	-1.3	13	-13
CCOc1ccc(CC(=O)C2=C(N3CCOCC3)CC(C)(C)CC2=O)cc1OCC	-4	2	3	0	-18	0.6	13	-1

Profiles from above. Screens in order: APJ agonist, Mdm2 MdmX PPI, Jurkat NFkB inh, XBP1 UPR activ, APJ antagonist, UPR CHOP act, tim23-1 inh, 697 NFkB inh
Cc1ccc(-c2nc(NC(=O)c3cc(C(C)(C)C)nn3C)sc2C)cc1Cl in the list: 5, 38, 14, 5, 4, -1.3, 13, -13
COc1ccc(C(CNC(=O)c2sccc2C)N2CCOCC2)cc1 (stereo not drawn) in the list: 4, -31, -19, -1, 0, 2.5, -5, 1
Cc1sc(N/N=C/c2cccnc2)nc1-c1ccc(Cl)cc1 in the list: 1, 21, -2, 1, 0, 1.3, 13, -3

Further entries follow.
SMILES	APJ agonist	Mdm2 MdmX PPI	Jurkat NFkB inh	XBP1 UPR activ	APJ antagonist	UPR CHOP act	tim23-1 inh	697 NFkB inh
CCCCN(C)C/C(O)=C(\C#N)c1nc(-c2ccccc2)cs1	0	-3	-17	0	-14	-0.5	8	-4
N#Cc1cn(Cc2ccccc2)c(=O)[nH]c1=O	4	4	-15	-4	-2	-1.4	8	11
O=C(COc1ccc(Br)cc1Cl)NC(=O)Nc1ccc2c(c1)OCCO2	-2	53*	-29	-1	-6	0.6	-10	-8
CC(C)(C)c1cnnn1-c1ccc(NC(=O)c2ccc3c(c2)OCO3)cc1	1	0	-9	2	-23	3.1	38	4
N=C1/C(=C/c2ccc(OC(=O)c3ccco3)cc2)C(=O)N=C2SC=CN12	4	-24	6	7	2	5.2	-5	26
Cc1ccccc1C(=O)Nc1cccc(NC(=O)c2ncn[nH]2)c1	5	19	-3	-2	-12	-0.6	7	11
COc1ccc(/C(O)=C2/C(=O)C(=O)N(CCCN3CCOCC3)C2c2ccc(OC)cc2)cc1 (stereo not drawn)	-1	10	4	1	-8	4.6	1	0
COCC(=O)N(C)c1nnc(-c2ccc([N+](=O)[O-])cc2)s1	0	-16	-19	2	-2	1.4	19	-20
Cc1ccc2c(CC(=O)OC(C)C(=O)NCc3ccc4c(c3)OCO4)coc2c1 (stereo not drawn)	-5	9	5	2	6	0.2	20	12
O=C1NC(=Nc2ccc(F)cc2)CS1	-1	15	5	4	7	0.3	8	1
CCN(c1ccccc1)S(=O)(=O)c1ccc(Oc2ccc(C(C)=O)cc2OC)nc1	-4	50	10	-5	4	-0.3	36	5
O=c1[nH]c2ccccc2c2ccccc12	-1	14	-8	3	6	-2.3	-14	16
COc1cccc(/C=N/Nc2nn3cnnc3c3ccccc23)c1	4	18	-19	0	-10	1.0	15	9
CCCCNC(=O)COCc1cc(-c2ccc3c(c2)OCO3)on1	-1	-5	8	-2	-1	-0.2	5	-13
C=CCOc1c(CNn2nnnc2N)cccc1OC	1	-7	-4	-6	-9	-1.2	9	24
Nc1c(C(=O)CSc2nnc(Cc3ccccc3)o2)c(=O)[nH]c(=O)n1C1CC1	-3	35	7	-1	10	0.1	-7	26
O=C(Nc1ccccc1C(F)(F)F)C1CCCC1	1	-6	-5	-4	5	-1.0	11	-3
O=C(CN1CCOCC1)N/N=C/c1cccc2ccccc12	-2	1	-5	-3	-5	2.6	-8	-11
CC(=O)N1c2ccccc2Nc2ccccc21	-3	20	9	-4	0	1.2	-5	2
CS(=O)(=O)N(CC(=O)NC1CC2CCC1C2)c1cccc(C(F)(F)F)c1 (stereo not drawn)	1	-3	8	0	2	1.3	-2	13
CC(=O)Nc1ccc(S(=O)(=O)NCc2nc(-c3ccccc3)no2)cc1	1	-9	-6	-4	-1	1.2	-4	3
C[C@@H]1O[C@@H](Oc2c(-c3cc(O)c(O)c(O)c3)oc3cc(O)cc(O)c3c2=O)[C@H](O)[C@H](O)[C@H]1O	1	-1	0	-1	-13	-0.4	-1	14
CC(=O)c1c(C)nc(-c2cccc([N+](=O)[O-])c2)n1O	-1	-35	8	-1	-30	-1.6	2	18
O=C(Nc1cccc(Br)c1)c1ccc(OC2CSC2)cc1	-1	-120	-89	5	9	6.7	8	-30
Cc1ccc(-c2c(C(=O)N/N=C/c3sccc3C)nnn2-c2nonc2N)cc1	-3	4	2	-5	18	2.5	11	23
CCOc1ccc(CCNC(=O)COC(=O)c2ccc(C)c([N+](=O)[O-])c2)cc1OCC	-4	5	4	-7	7	0.1	22	14
COc1cc2c(cc1O)[C@H](Cc1ccc(Oc3cc(C[C@@H]4NCCc5cc(OC)c(O)cc54)ccc3O)cc1)NCC2	6	49	-11	0	-12	-1.2	-22	14
CCOc1cc2nc(-c3ccc(OC)c(OC)c3)nc(N3CCOCC3)c2cc1OC	11	53*	-40	5	-12	0.5	23	45*
Cc1cccc2cc(CN(C(=O)c3cnccn3)C3CCCCC3)c(Cl)nc12	-4	84*	-13	-3	3	-2.5	36	-30
Cc1cccc(N2C(S)=C(C#N)C(=O)NC23CCCCC3)c1	-5	-26	2	-1	9	1.4	-1	11
Cc1ccc(S(=O)(=O)N2CCCC2CO)cc1 (stereo not drawn)	-5	-3	3	0	15	-0.7	17	7
FC(F)Oc1ccc(NC(=S)NCc2nc3ccccc3[nH]2)cc1	-4	12	-11	0	-4	-1.1	1	19
Cc1ccc(N(C)S(=O)(=O)c2cccc(C(=O)Nc3nc4ccccc4[nH]3)c2)cc1	3	49	32	16	-6	4.5	56*	-11
COc1ccc(NC(=O)CN(Cc2ccco2)Cc2ccco2)cc1S(=O)(=O)N1CCCCC1	-2	29	-10	-3	-5	-2.3	16	5
O=C(NS(=O)(=O)Nc1ccccc1)C1=C(N2CCCC2)COC1=O	-5	8	5	2	-8	1.9	13	-9
Cc1ccc(/C=C/S(=O)(=O)NCCC(=O)NCc2ccccc2F)cc1	1	19	-10	1	4	0.3	15	-8
COC(=O)c1c(NC(=O)C2c3ccccc3Oc3ccccc32)sc(C)c1C	0	10	-10	-2	10	-2.1	10	-6
COc1ccc(S(=O)(=O)N2CCSC2c2ccc(OC)c(OC)c2)cc1 (stereo not drawn)	0	0	-7	2	7	-1.2	35	-15
COc1ccc(CCNC(=O)COc2cc(C)cc3oc(=O)cc(C)c23)cc1OC	-3	15	-9	-2	10	-2.4	-2	3
Cc1ccc(SCc2cc(=O)n3[nH]cnc3n2)cc1	-1	-20	-7	-2	-9	-0.5	-5	3
Cc1ccc(C2=CSC3=NS(=O)(=O)CCN23)cc1	-5	6	12	-5	11	-0.2	0	4
Cc1ccccc1CS(=O)(=O)Cc1ccc(C(=O)NCCCN2CCCC2=O)o1	-1	-19	7	1	-14	1.3	5	-6
O=C(Nc1ccc2c(c1)C(=O)N(CC1CCCO1)C2=O)c1cccc(Br)c1 (stereo not drawn)	2	-20	-29	2	-16	2.6	26	-57
CC(C)CCNC(=O)CN(C(=O)Cn1nnc(-c2ccc(F)cc2)n1)C1CCCC1	1	7	4	1	-15	0.6	-5	-1
CC(C)(CNC(=O)CNC(=O)c1ccccc1F)N1CCOCC1	-4	-19	7	-3	8	0.3	12	-11
CN(C)Cc1cn(CCC(=O)O)c2ccccc12	-2	-7	-1	-3	10	-1.2	2	-1
CCOc1ccc(OC(=O)c2cccnc2)cc1	-3	29	-5	1	-10	-1.3	-3	-29
Cc1onc(-c2ccccc2)c1C(=O)N1CCN(c2ccccc2)CC1	-2	29	23	-5	7	3.0	17	0
CC(=O)c1ccc(-c2ccc(C(=O)NCC(c3ccco3)N(C)C)o2)cc1 (stereo not drawn)	1	-26	-10	-1	4	3.6	5	-73
CC(C)Oc1ccc(CCNC(=O)C2CCC(=O)N(C3CCCCCC3)C2)cc1 (stereo not drawn)	-2	2	-4	-7	0	0.6	6	2
CCOc1ccccc1N1CCN(C(=O)CNC(=O)c2ccccc2F)CC1	-3	-11	2	-3	11	2.3	10	6
Cc1nn(-c2ccc(C(=O)O)cc2)c(C)c1Cl	-3	13	-5	-4	-14	4.0	6	12
COc1ccccc1-c1sc2ccccc2c1-c1ccc(O)cc1	-4	25	4	-1	-5	-0.5	55*	4
COc1ccc(CCn2c(NCCCN3CCOCC3)nc3c2c(=O)[nH]c(=O)n3C)cc1	4	6	0	0	9	-3.2	9	5
Cc1nc(NCC2CC2)c2nnn(Cc3ccccc3)c2n1	-1	8	-1	-1	12	0.4	-3	5
CCc1ccc(/C=N\n2cnnc2)cc1	5	15	6	3	-22	0.1	24	2
C/C(=N\NC(=O)c1ccc(NS(=O)(=O)c2cccs2)cc1)c1ccc(Cl)cc1	1	21	-15	1	-6	4.3	6	-12
COCCNc1nc(-c2cc(C)n(CCc3ccc(OC)cc3)c2C)cs1	-1	-1	0	1	-9	-0.6	1	12
C/C(CC(=O)Nc1ccc2c(c1)OCCO2)=N\NC(=O)c1ccc([N+](=O)[O-])cc1Cl	0	4	-17	8	-20	-1.5	20	-17
Cc1cccc(NC(=O)Cn2c(=O)oc3ccccc32)c1	4	-11	15	1	26	-0.3	8	1
Cc1cccc(C)c1NC(=S)N/N=C1\CC2CC=CC12 (stereo not drawn)	-1	7	8	-2	-7	0.3	23	5
FC(F)(F)c1cnc(N2CCN(C(=S)NCc3ccccc3)CC2)c(Cl)c1	-5	11	2	-2	9	-0.9	29	11

An excerpt from above with just Jurkat NFkB inh:
SMILES	Jurkat NFkB inh
Cc1nn(-c2ccc(C(=O)O)cc2)c(C)c1Cl	-5
COc1ccccc1-c1sc2ccccc2c1-c1ccc(O)cc1	4
COc1ccc(CCn2c(NCCCN3CCOCC3)nc3c2c(=O)[nH]c(=O)n3C)cc1	0
Cc1nc(NCC2CC2)c2nnn(Cc3ccccc3)c2n1	-1
CCc1ccc(/C=N\n2cnnc2)cc1	6
C/C(=N\NC(=O)c1ccc(NS(=O)(=O)c2cccs2)cc1)c1ccc(Cl)cc1	-15
